SNCA expr inhib: Primary qHTS assay for inhibitors of alpha-synuclein gene (SNCA) expression. Potency, µM (highest dose often 57.2 µM), inactives show top-dose activity change, negative = inhibition, actives largely listed as inhibitors. AID 1671194, 2021. HEK-293 SNCA-luciferase knock-in, luminescence, 24 h. 0.17% of 140,000 active;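 note: potency is the fitted concentration of half-maximal effect; plate controls were DMSO cells for no effect and cell-free wells for full effect; nearly all actives have a fitted effect of over 45% in size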
Luciferase inh: Firefly luciferase inhibition profiling of diverse chemical library using quantitative high-throughput screening. purified P. pyralis luciferase, luminescence, biochemical. Potency, µM (series often up to 115 µM), for inactives: at the highest dose activity change, negative = inhibition, most hits filed as inhibitors. AID 1347043, 2019. 2.5% of 76,000 active; note: potency is the fitted concentration of half-maximal effect; nearly all actives have a fitted effect of over 65% in size
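Purified P. pyralis luciferase (10nM final) in 50mM Tris acetate pH 7.5, 10mM Mg acetate, 0.01% Tween-20, 0.05% BSA with 10uM D-luciferin and 10uM ATP. Compounds titrated qHTS. Luminescence imaged on CCD.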
3T3 cytotox: Cytotoxic Profiling in NIH 3T3 Cell Line of Diverse Libraries Using Quantitative High-Throughput Screening. NIH 3T3 viability, CellTiter-Glo ATP luminescence, 48-72 h. Potency, µM (top dose mostly 96.7 µM), inactives show at the highest dose activity change, negative = cytotoxicity, most hits filed as inhibitors. 4.3% of 94,000 active. AID 1345082, 2018; note: potency is the fitted concentration of half-maximal effect; nearly all actives have a fitted effect of over 55% in size
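ATP-dependent luminescence (CellTiter-Glo) served as the viability signal for NIH 3T3 cells treated with compound for 48 or 72 hr at 37 °C.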
SNCA viab count: GF-AFC viability counterscreen for inhibitors of alpha-synuclein gene (SNCA) expression. Potency, µM (titrated, usually from 57.1 µM), for inactives: at the highest dose activity change, negative = cytotoxicity, most hits filed as cytotoxic. AID 1671193, 2021. 0.12% of 150,000 active. HEK-293-SNCA-luc viability, GF-AFC fluorescence, 24 h;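 note: potency is the fitted concentration of half-maximal effect; 0% = DMSO-treated cells and -100% = medium-only wells without cells; nearly all actives have a fitted effect of over 30% in size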
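HEK-293-SNCA-luc cells (1500/well) plated 24 h, then exposed 24 h to a dilution series; GF-AFC added 30 min at 37C, fluorescence 405/540 nm; normalised to medium-only and DMSO wells, Hill fit.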
IP6K1 inh: Primary qHTS assay for small molecule inhibitors of Inositol hexaphosphate kinase 1 (IP6K1); activity change, % (series mostly up to about 58 µM); Inositol hexakisphosphate kinase 1 (Homo sapiens), Q92551; AID 1645851, 2021; IP6K1 kinase, ADP-Glo luminescence, 2 h; stronger effect = lower value; 0.81% of 140,000 active; in the data active = activity change below about -25%
Target sequence (Q92551 whole entry, looked up): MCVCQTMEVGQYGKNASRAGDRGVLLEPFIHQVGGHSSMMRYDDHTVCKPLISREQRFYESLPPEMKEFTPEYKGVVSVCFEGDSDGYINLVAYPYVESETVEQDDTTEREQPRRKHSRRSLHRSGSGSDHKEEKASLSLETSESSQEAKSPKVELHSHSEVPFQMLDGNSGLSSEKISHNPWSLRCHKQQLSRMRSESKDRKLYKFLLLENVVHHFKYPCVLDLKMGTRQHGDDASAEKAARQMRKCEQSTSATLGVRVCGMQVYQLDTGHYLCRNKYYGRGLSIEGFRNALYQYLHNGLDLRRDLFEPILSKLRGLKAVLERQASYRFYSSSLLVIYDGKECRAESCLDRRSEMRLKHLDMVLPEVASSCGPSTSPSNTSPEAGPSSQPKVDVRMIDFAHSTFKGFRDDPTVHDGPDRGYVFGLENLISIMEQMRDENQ
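ADP-Glo luminescence measures ADP made by human IP6K1 during a 2 h RT reaction with ATP/IP6 (mix at 1.3 mM/130 uM); top library doses 57.5 and 19.1 uM final.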
HEK293 tox: Cytotoxic Profiling in HEK 293 Cell Line of Diverse Libraries Using Quantitative High-Throughput Screening; HEK 293 viability, ATP luminescence (CellTiter-Glo), 48-72 h; Potency, µM (titrated, usually from 115 µM), for inactives: at the highest dose activity change, negative = cytotoxicity, usual class: inhibitors; 6.6% of 94,000 active; note: potency is the fitted concentration of half-maximal effect; nearly all actives have a fitted effect of over 60% in size
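Luminescence from cellular ATP, measured with CellTiter-Glo, indicates HEK 293 viability. Cells plated at 250 cells/well are treated with compound for 48 or 72 hr at 37 degree Celsius before reagent addition.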
GPT2 inh: Primary qHTS assay for inhibitors of Glutamate pyruvate transaminase 2 (GPT2); AID 1671188, 2021; Recombinant GPT2, coupled pyruvate oxidase/HRP Amplex Red fluorescence; Potency, µM (titrated, usually from 57.7 µM), without a hit: top-dose activity change, negative = inhibition, usual class: inhibitors; 0.25% of 100,000 active; note: potency is the fitted concentration of half-maximal effect; nearly all actives have a fitted effect of over 60% in size; many of its hits are not listed in these tables
Target sequence (Q8TD30 whole entry, looked up): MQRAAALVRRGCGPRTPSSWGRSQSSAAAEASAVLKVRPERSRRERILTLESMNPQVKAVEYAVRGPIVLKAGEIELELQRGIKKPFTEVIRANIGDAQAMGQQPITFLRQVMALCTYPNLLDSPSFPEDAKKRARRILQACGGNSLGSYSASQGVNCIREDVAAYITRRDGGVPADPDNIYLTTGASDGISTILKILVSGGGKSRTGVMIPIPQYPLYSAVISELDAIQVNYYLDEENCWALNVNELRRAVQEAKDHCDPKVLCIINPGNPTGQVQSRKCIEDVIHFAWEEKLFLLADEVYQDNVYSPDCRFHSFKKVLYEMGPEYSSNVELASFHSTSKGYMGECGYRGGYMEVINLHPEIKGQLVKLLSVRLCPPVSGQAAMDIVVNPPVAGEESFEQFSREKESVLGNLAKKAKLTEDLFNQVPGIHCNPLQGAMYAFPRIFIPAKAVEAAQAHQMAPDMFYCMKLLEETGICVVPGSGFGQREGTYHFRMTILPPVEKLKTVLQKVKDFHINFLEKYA
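GPT2 10ng/uL, a-KG 250uM, L-Ala 2mM, HEPES pH7.5 + 0.0001% Tween; 30 min RT. Then Amplex mix (PO/HRP/ThPP), 30 min RT dark, fluorescence. AOA 50uM used as positive control.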
Numbers without * were called inactive; i = inactive; ? = inconclusive; / = not tested or not shown; & = joins results of further samples; [ ] = dose if it differs, or a comment. Unless noted, calls come from the whole dose curve; as a rule, active = well fitted curve in the direction sought with a large enough effect; inconclusive = small, poorly fitted or top-dose-only effect, or another doubt; inactive = no such curve, though single readings can be large; an effect the other way counts as inactive or inconclusive. Unless noted, % is set by controls: 0 for no effect and ±100 for the full control effect.

SMILES	SNCA expr inhib	Luciferase inh	3T3 cytotox	SNCA viab count	IP6K1 inh	HEK293 tox	GPT2 inh
C=CC(C)(O)CC/C=C(\C)C(=O)OC1CC2(C(=O)O)CCC3(C)C(=CCC4C5(C)CCC(OC6OC(COC7OCC(O)C(O)C7O)C(O)C(OC7OCC(O)C(O)C7O)C6OC6OC(CO)C(O)C(O)C6OC6OCC(O)C(O)C6O)C(C)(C)C5CCC43C)C2CC1(C)C (configuration not stated)	/	/	/	-5.6%[12.5 µM]	3.0	/	?
COc1ccccc1CNC(=O)C(C)n1ccc2cc(S(=O)(=O)N3CCCC3)ccc21 (configuration not stated)	15.2%	/	/	-5.9%	28.9	/	/
CCC(=O)N1Cc2ccccc2CC2(CCCN2Cc2cccnc2)C1 (configuration not stated)	21.1%	/	-32.2%	-4.7%	-7.4	-23.8%	i
Cc1noc(-c2ccccc2Cl)c1C(=O)NC(C)c1ccccc1 (configuration not stated)	-5.5%	0.4%	?	6.3%	5.7	?	-5.2%
COCc1cc(C[C@@H]2C[C@H](NS(=O)(=O)c3ccccc3)C2(C)C)no1	0.8%[87.6 µM]	-3.5%[172 µM]	?	2.6%[87.6 µM]	-6.7	?	-6.5%[88.5 µM]
Cc1cc(C(=O)N2CC3CC(C2)[C@H]2CCCC(=O)N2C3)n(C)n1 (some centres not stated)	-2.6%	3.3%	i	5.0%	35.2	7.9%	-28.4%
Cc1cccc(CNC(=O)c2ccc(NC(=O)N3CCSc4ccccc43)cc2)c1	11.8%	/	/	0.4%	6.5	/	/
CN1CCCN(C(=O)c2ccco2)c2ccccc21	-6.3%	-8.2%	-22.1%	-6.9%	-8.8	-24.0%	1.7%
Cc1noc(C)c1CNC(=O)CC(C)(C)C	2.7%	3.3%	i	-10.4%	7.5	-4.3%	i
CCCCCCCCCCC/C=C\C(C)(C)/C=C\CCCC(=O)O	-1.2%	/	/	-2.0%	/	/	i
CNC(=O)CCn1ncc2cc(OCc3ccccc3-c3cccc(OC)c3)ccc21	-34.8%[87.6 µM]	44.7µM*	?	-18.3%[87.6 µM]	-8.2	79.4µM*	0.5%[88.5 µM]
COc1ccccc1-n1c(=O)c(C(=O)N2CCN(C(=O)c3ccc(F)cc3)CC2)nc2cccnc21	11.3%	/	-15.2%	-7.9%	-20.2	-8.9%	i
CCOc1ccc(-c2noc(-c3nc(CC)no3)n2)cc1	84.3%[activator]	-17.0%	0.7%	1.8%	8.9	?	i
Cc1cccc(-n2c(=O)c3c(c4cc(C)ccc4n3C)n(CC(=O)NCC3CCCO3)c2=O)c1 (configuration not stated)	-1.7%	/	/	?	-13.9	/	/
Cc1nc2cccnc2n1CC1CCCN(C(=O)Nc2cccc(Cl)c2)C1 (configuration not stated)	?	-3.9%	-29.1%	?	-10.8	?	0.6%
O=C(N[C@@H]1CN(C(=O)Nc2cccc(C(F)(F)F)c2)CCC[C@H]1O)c1ccc(OCc2ccccc2)cc1	?	-6.1%	39.8µM*	?	-10.4	31.6µM*	-9.5%
COc1ccccc1-c1cc(C(=O)N2CCN(c3ncccn3)CC2)nn2cccc12	4.0%	/	i	9.7%	9.6	i	-14.3%
COc1cccc(Cc2nc(C3CC(=O)N(C4CCCCC4)C3)no2)c1 (configuration not stated)	-28.3%	-6.5%	-16.1%	13.0%	21.8	-25.1%	i
COC(=O)C12C(=O)C(C)=C(O)C1(C)C(C)=CC1C3(CO)CCC(O)C(C)(C)C3CCC12C (configuration not stated)	/	/	/	-20.7%[23.9 µM]	5.9	/	?
O=C(NCC1CCOCC1)Nc1ccc(Cl)cc1C(F)(F)F	59.9%[activator]	-10.0%	-1.1%	7.5%	13.1	2.8%	i

Some of these compounds in order of length of the SMILES, smallest number first.
SMILES	SNCA expr inhib	Luciferase inh	3T3 cytotox	SNCA viab count	IP6K1 inh	HEK293 tox	GPT2 inh
Cc1noc(C)c1CNC(=O)CC(C)(C)C	2.7%	3.3%	i	-10.4%	7.5	-4.3%	i
CN1CCCN(C(=O)c2ccco2)c2ccccc21	-6.3%	-8.2%	-22.1%	-6.9%	-8.8	-24.0%	1.7%
CCOc1ccc(-c2noc(-c3nc(CC)no3)n2)cc1	84.3%[activator]	-17.0%	0.7%	1.8%	8.9	?	i
O=C(NCC1CCOCC1)Nc1ccc(Cl)cc1C(F)(F)F	59.9%[activator]	-10.0%	-1.1%	7.5%	13.1	2.8%	i
Cc1nc2cccnc2n1CC1CCCN(C(=O)Nc2cccc(Cl)c2)C1 (configuration not stated)	?	-3.9%	-29.1%	?	-10.8	?	0.6%
CNC(=O)CCn1ncc2cc(OCc3ccccc3-c3cccc(OC)c3)ccc21	-34.8%[87.6 µM]	44.7µM*	?	-18.3%[87.6 µM]	-8.2	79.4µM*	0.5%[88.5 µM]
Cc1cccc(CNC(=O)c2ccc(NC(=O)N3CCSc4ccccc43)cc2)c1	11.8%	/	/	0.4%	6.5	/	/
COc1ccccc1-c1cc(C(=O)N2CCN(c3ncccn3)CC2)nn2cccc12	4.0%	/	i	9.7%	9.6	i	-14.3%
COc1ccccc1-n1c(=O)c(C(=O)N2CCN(C(=O)c3ccc(F)cc3)CC2)nc2cccnc21	11.3%	/	-15.2%	-7.9%	-20.2	-8.9%	i
COC(=O)C12C(=O)C(C)=C(O)C1(C)C(C)=CC1C3(CO)CCC(O)C(C)(C)C3CCC12C (configuration not stated)	/	/	/	-20.7%[23.9 µM]	5.9	/	?
O=C(N[C@@H]1CN(C(=O)Nc2cccc(C(F)(F)F)c2)CCC[C@H]1O)c1ccc(OCc2ccccc2)cc1	?	-6.1%	39.8µM*	?	-10.4	31.6µM*	-9.5%

(listing goes on)
SMILES	SNCA expr inhib	Luciferase inh	3T3 cytotox	SNCA viab count	IP6K1 inh	HEK293 tox	GPT2 inh
COc1cc(C)c(-c2nc(CN3CCN(C)C(=O)C3)c(C)o2)cc1C	2.5%	-3.7%	?	-4.5%	1.6	-14.1%	-3.8%
O=[S+]1([O-])NCC2(CCN(Cc3ccsc3)CC2)Oc2ncccc21	-11.2%	/	i	-0.9%	8.4	i	-1.3%
Cc1ccc(CN(C(=O)c2ccco2)c2ccc(CC(=O)N(C)Cc3ccccc3)cc2)cc1	-32.1%	-2.0%	?	?	3.0	31.6µM*	-2.5%
N#Cc1ccc2nc([C@H]3CCN(Cc4ccccn4)C3)[nH]c2c1	-12.1%[87.6 µM]	?	63.1µM*	-6.7%[87.6 µM]	6.9	100µM*	-9.5%[88.5 µM]
CCOc1ccc(Nc2cc(C)nc3nncn23)cc1	5.9%	/	/	3.6%	-4.8	/	/
COCCCn1c(=O)c(C(=O)N2CCN([S+](=O)([O-])c3cccc(OC)c3)CC2)nc2cccnc21	-16.0%	/	-6.5%	6.2%	1.4	0.6%	-6.6%
O=C(c1cccc(Cl)c1)N1CCN(c2nc3ncccc3o2)CC1	29.3%	-13.1%	-31.9%	16.8%	8.2	-11.8%	?
c1c[nH]c(CNC[C@H]2Cn3ccnc3CO2)n1	-10.5%[87.6 µM]	-3.3%[230 µM]	?	-20.2%[87.6 µM]	-3.0	-7.5%[230 µM]	?
CCOC(=O)c1c(C)oc2nc(C)nc(NCc3cccc(OC)c3)c12	29.6%	/	/	-12.7%	-7.5	/	/
CN1CCN(c2nc(C(=O)NC(C)(C)C)cs2)CC1	43.6%[activator]	-5.0%	-12.4%	1.0%	-4.8	3.6%	-7.6%
O=C(NCc1ccc(F)cc1)c1cc2c(s1)-c1ccccc1SC2	60.1%[activator]	/	/	6.0%	-4.5	/	/
COc1ccc(CNC(=O)Cn2c(SCC(=O)Nc3ccc(C)c(C)c3)nc3ccccc32)cc1	-25.9%	/	/	?	6.9	/	/
OCCCn1cnc(-c2ccccc2)c1-c1ccc(-c2ccn[nH]2)o1	6.3%	-1.7%	?	-8.3%	2.9	-13.1%	?
Cc1cccc(OCC2(CNC(=O)c3cccnc3)C[C@@H](O)[C@@H](O)C2)n1 (some centres not stated)	-14.5%[87.6 µM]	3.4%[172 µM]	1.6%[138 µM]	1.8%[87.6 µM]	1.3	i	3.0%[88.5 µM]
Cc1ccc(-c2noc(-c3nc(-c4cccnc4)no3)n2)cc1	50.5%[activator]	-6.8%	-6.4%	0.6%	13.9	-1.1%	-10.5%
CCOc1ccc(Nc2nc(C)c(NC(=O)c3ccc(C)cc3)c(Nc3ccc(OCC)cc3)n2)cc1	-18.3%	/	/	-3.8%	6.7	/	/
O=C(Cn1cccc1-c1nc(-c2ccccc2)no1)Nc1cc(F)cc(F)c1	-6.4%	-2.6%	-3.8%	1.9%	0.5	-8.2%	i
CC(=O)Nc1ccc(NC(=O)c2cc(-c3cccs3)on2)cc1	-19.8%	/	/	-12.8%	10.1	/	/
CC(C(=O)NCc1cccc(F)c1)C1CCOCC1 (configuration not stated)	-19.9%	5.6%	i	4.2%[12.5 µM]	31.9	-7.2%	i
CCN(CC)CCSc1nnc2c3cc(F)ccc3n(CC)c2n1	13.1%	/	/	16.6%	0.7	/	/
COCc1nc(CCNC(=O)C2CC2)no1	?	-4.0%	2.5%	-1.7%[12.5 µM]	11.1	15.9%	i
Cc1cccc(OCC(=O)NCC2(N3CCN(C)CC3)CCCCC2)c1C	3.9%	/	/	6.4%	-0.8	/	/
Cn1cnc2c1c(=O)[nH]c(=O)n2C	?	/	/	?	7.6	/	0.8%&0.9%
COc1ccc(OC)c(NC(=O)N2CCCN(C)c3ccccc32)c1	-1.9%	-11.8%	?	-4.7%	0.3	?	i
Cc1ccc(CNC(=O)Cc2csc3ccccc23)cc1	150.1%[activator]	/	/	8.2%	-0.9	/	/
COc1ccccc1-n1nc(-c2c(C)nc3scc(CC(=O)NCCC(C)C)n3c2=O)cc1C	9.0%	2.0%	-19.8%	7.7%	-0.7	1.3%	i
COc1ccc(OC)c(C(O)Cn2ccn3nc(-c4cccs4)cc3c2=O)c1 (configuration not stated)	-8.5%	-15.2%	?	?	0.2	35.5µM*	-5.9%
CCCCCNC(=O)c1cc(-c2cccc(C(F)(F)F)c2)nc2c1cnn2C	/	/	i	/	-1.9	i	/
CN(CC#N)C(=O)c1cc(-c2ccccc2F)nc2c1cnn2C	/	/	?	/	11.5	-22.1%[172 µM]	/
CC(=O)N(C1CC1)C1CCOC2(CCN(C(=O)c3cc(-c4ccccc4)n[nH]3)CC2)C1 (configuration not stated)	17.5%	-11.8%	-25.7%	0.2%	-12.0	?	-4.0%

Screening data (PubChem BioAssay)
